Source: PubChem
GluA2 TARP mod: GluA2-stargazin AMPA receptor complex modulation. O88602+P19491. HEK293 GluA2+stargazin, membrane potential dye (FDSS), glutamate EC50; hits were called plate by plate, in both directions. calls only at 30 µM. 3.5% of 40,000 active;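 active = any of four per-well response measures lying three or more SD from its plate-wide compound average, in either direction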
Target sequence (O88602 whole entry, looked up): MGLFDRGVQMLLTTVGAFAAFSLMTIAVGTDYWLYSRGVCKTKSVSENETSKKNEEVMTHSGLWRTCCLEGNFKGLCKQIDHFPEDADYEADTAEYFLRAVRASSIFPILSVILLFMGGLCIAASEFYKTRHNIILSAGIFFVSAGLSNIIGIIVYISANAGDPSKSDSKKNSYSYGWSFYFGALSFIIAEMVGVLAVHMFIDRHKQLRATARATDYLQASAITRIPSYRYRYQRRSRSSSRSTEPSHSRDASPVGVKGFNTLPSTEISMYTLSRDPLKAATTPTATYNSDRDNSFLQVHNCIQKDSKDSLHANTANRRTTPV
Target sequence (P19491 whole entry, looked up): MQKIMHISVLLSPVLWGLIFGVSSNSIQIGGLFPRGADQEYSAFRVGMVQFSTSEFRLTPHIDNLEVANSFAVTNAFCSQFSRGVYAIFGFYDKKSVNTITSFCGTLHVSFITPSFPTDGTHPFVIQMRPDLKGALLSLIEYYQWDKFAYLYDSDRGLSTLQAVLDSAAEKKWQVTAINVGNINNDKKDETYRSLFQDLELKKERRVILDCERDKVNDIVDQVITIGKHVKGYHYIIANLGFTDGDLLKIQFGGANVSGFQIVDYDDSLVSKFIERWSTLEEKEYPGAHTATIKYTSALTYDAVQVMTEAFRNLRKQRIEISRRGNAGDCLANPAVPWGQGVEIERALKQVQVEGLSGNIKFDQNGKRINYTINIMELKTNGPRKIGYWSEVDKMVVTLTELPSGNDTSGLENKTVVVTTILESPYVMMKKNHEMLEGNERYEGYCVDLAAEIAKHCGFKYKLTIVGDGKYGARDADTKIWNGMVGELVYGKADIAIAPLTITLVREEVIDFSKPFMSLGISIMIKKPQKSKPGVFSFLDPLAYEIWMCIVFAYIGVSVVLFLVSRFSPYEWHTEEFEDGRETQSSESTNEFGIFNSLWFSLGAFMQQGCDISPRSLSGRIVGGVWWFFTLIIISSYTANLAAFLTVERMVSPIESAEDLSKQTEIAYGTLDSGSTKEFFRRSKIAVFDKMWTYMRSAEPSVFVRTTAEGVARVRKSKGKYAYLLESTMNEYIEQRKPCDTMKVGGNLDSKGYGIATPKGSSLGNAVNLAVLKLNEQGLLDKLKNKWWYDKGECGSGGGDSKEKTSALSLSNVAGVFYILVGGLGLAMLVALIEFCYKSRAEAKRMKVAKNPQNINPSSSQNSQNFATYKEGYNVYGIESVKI
GluA2 TARP mod agonism max-min: further read-out of GluA2 TARP mod, marked with its call; compound max-min signal; compound-alone response (agonism);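 unitless range of fluorescence divided by baseline over first 100 seconds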
GluA2 TARP mod glutamate slope: second read-out of GluA2 TARP mod, no call of its own (marks repeat the call); glutamate slope, % of max; measured here: glutamate response slope, % max;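 scaled per plate between vehicle wells and maximal 1 mM glutamate control wells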
Active calls of the source: *; i = inactive; + = active, no number; & = joins results of further samples. This is a subset (hit frequency here may not be typical).

A first look (four entries):
Under each structure – GluA2 TARP mod, GluA2 TARP mod agonism max-min, GluA2 TARP mod glutamate slope
CCOc1ccc(-c2ccc(=O)n(CCCC(=O)NCc3ccc(F)cc3)n2)cc1
    i, 0.036, 33
CC(=O)N1CCc2c(sc(NC(=O)Cc3ccc(S(C)(=O)=O)cc3)c2C(N)=O)C1
    i, 0.15, 54
CCCc1cc(=O)n(CC(=O)Nc2nc(C)cs2)cn1
    i, 0.087, 56
CCOc1ccc(NC2=C/C(=N/S(=O)(=O)c3ccc(OC)cc3)c3ccccc3C2=O)cc1
    i, 0.14, 45

Main list, from the first entry:
Under each structure – GluA2 TARP mod, GluA2 TARP mod agonism max-min, GluA2 TARP mod glutamate slope
CCOc1ccc(-c2ccc(=O)n(CCCC(=O)NCc3ccc(F)cc3)n2)cc1
    i, 0.036, 33
CC(=O)N1CCc2c(sc(NC(=O)Cc3ccc(S(C)(=O)=O)cc3)c2C(N)=O)C1
    i, 0.15, 54
CCCc1cc(=O)n(CC(=O)Nc2nc(C)cs2)cn1
    i, 0.087, 56
CCOc1ccc(NC2=C/C(=N/S(=O)(=O)c3ccc(OC)cc3)c3ccccc3C2=O)cc1
    i, 0.14, 45
COC(=O)c1sc2ccccc2c1S(=O)(=O)Nc1cc(C)ccc1C
    i, 0.08, 59
CS(=O)(=O)N1CCCc2cc(NS(=O)(=O)c3ccc4c(c3)OCCO4)ccc21
    i, 0.069, 78
CCCc1cc(=O)[nH]c(-n2nc(-c3ccco3)cc2NC(=O)c2cc(-c3ccccc3)on2)n1
    i, 0.11, 50
CCOc1ccc(C(=O)NCCC(O)c2ccccc2)cc1 (stereo not given)
    i, 0.081, 59
O=C1CCCC(=O)N1CCS(=O)(=O)NCC(O)Cc1ccccc1 (stereo not given)
    i, 0.12, 90
COc1ccc(NC(=O)CSc2c(C)cnc3c2c(=O)n(C)c(=O)n3C)cc1
    i, 0.06, 54
COc1ccc2nc(-c3ccc(OC)c(NC(=O)c4ccccc4F)c3)cn2n1
    i, 0.043, 12
O=C(COc1ccc(Cl)cc1)N1CCN(C(=O)c2cnn3ccccc23)CC1
    i, 0.11, 52
CCc1nnsc1C(=O)Nc1ccc(S(=O)(=O)N(C)c2ccccc2)cc1
    i, 0.19, 53
O=C(C1CC1)N1CCc2ccc(NS(=O)(=O)CCc3ccccc3)cc21
    i, 0.052, 65
COC(=O)N1CCC(CNC(=O)C(=O)Nc2cccnc2)CC1
    i, 0.075, 60
CC1CCN(CCNC(=O)c2ccc3c(=O)n(Cc4ccc(Cl)cc4)c(=S)[nH]c3c2)CC1
    i, 0.07, 77
Cc1nc2c(-c3ccccc3)cnn2c(NCCCn2ccnc2)c1C
    i, 0.23, 48
COCCN1CCC(CNS(=O)(=O)c2cc(F)ccc2F)CC1
    i, 0.086, 60
COc1ccc(CCC(=O)Nc2ccc3c(c2)N(C(=O)c2ccccc2)CCC3)cc1
    i, 0.064, 50
CCOC(=O)CNC(=O)c1ccc(S(=O)(=O)N2CCCC2)o1
    i, 0.099, 67
COc1cn(-c2ccc(F)cc2)nc1C(=O)N1CCc2ccccc2C1
    i, 0.2, 60
Cc1cc(C(=O)NCCCC(=O)Nc2cccc3cccnc23)c(C)o1
    i, 0.089, 63
O=C(NCc1ccc2c(c1)OCO2)c1ccc(N2CCCCS2(=O)=O)cc1
    i, 0.091, 56
COCC(=O)Nc1nn(C)c2c1C(C)CC(=O)N2 (stereo not given)
    i, 0.11, 64
COc1cccc(N2C(=O)C3ON(c4ccccc4)C(c4ccc(F)cc4)C3C2=O)c1 (stereo not given)
    i, 0.077, 40
CC(C)c1ccc(OCC(=O)Nc2cc(C3CC3)nn2-c2nc(C(C)C)cc(=O)[nH]2)cc1
    i, 0.079, 58
O=C(Nc1nccs1)c1cc2cc(Cl)ccc2o1
    i, 0.055, 50
COc1ccc(NC(C)=O)cc1NC(=O)Cc1cc(-c2ccc(C)cc2)on1
    i, 0.041, 31
Cc1ccc(NC(=O)C(=O)NCCC(c2ccccc2)c2ccccc2)cc1Cl
    i, 0.079, 63
Cc1ccc(OCC(=O)NCC2CCN(Cc3ccncc3)CC2)cc1
    i, 0.033, 26
Cn1nc(NC(=O)Cn2cnc3ccccc32)c2c1NC(=O)CC2c1ccco1 (stereo not given)
    i, 0.11, 62
CCc1nnc(-c2ccc(NC(=O)COC)cc2)o1
    i, 0.091, 52
Cc1nnsc1C(=O)N1CCC(c2ccsc2)CC1
    i, 0.1, 67
CC(=O)N1CCN(c2oc(-c3ccccc3)nc2S(=O)(=O)c2ccccc2)CC1
    i, 0.15, 48
C=CCOC(=O)C1=C(C)NC(=O)NC1c1ccccc1Cl (stereo not given)
    i, 0.083, 54
O=C(c1ccco1)N1CCN(C(=O)c2cc3ccccc3oc2=O)CC1
    i, 0.074, 53
COc1ccc(S(=O)(=O)N2CCN=C2SCc2ccc(Cl)cc2)cc1
    i, 0.068, 70
Cc1[nH]c(=O)[nH]c(=O)c1CC(=O)Nc1cc(C(C)(C)C)no1
    i, 0.12, 64
O=C(CCN1C(=O)c2ccccc2S1(=O)=O)Nc1ccc(S(=O)(=O)Nc2ncccn2)cc1
    i, 0.053, 55
CCN1C(=O)Cc2cc(NC(=O)NCc3ccc(F)cc3)ccc21
    i, 0.094, 56
Cc1cc(C)c2sc(N(Cc3ccccn3)C(=O)Cc3ccc(S(C)(=O)=O)cc3)nc2c1
    i, 0.061, 51
CCOCCCNS(=O)(=O)c1cc(Cl)c(C)cc1OC
    +, 0.1*, 79*
O=C1c2cc(NS(=O)(=O)c3cccnc3)ccc2OCCC2CCCCN12 (stereo not given)
    i, 0.1, 59
CCCN1C(=O)CCc2cc(NC(=O)c3ccc(OCC)cc3)ccc21
    i, 0.055, 39
CN(CC(O)COC12CC3CC(CC(C3)C1)C2)C1CCCCC1 (stereo not given)
    i, 0.047, 51
Cc1nnc(NC(=O)CN2CCC(COCc3ccccc3)CC2)s1
    i, 0.046, 62
CCCn1c(=O)c2c(nc3n2CCCN3c2ccc(OC)cc2)n(C)c1=O
    i, 0.086, 53
O=C(c1ccccc1)N1CCCc2ccc(NC(=O)C3(c4cccs4)CCCC3)cc21
    i, 0.057, 76
CC(NC(=O)c1ccco1)c1nc2ccccc2n1CC(=O)N1CCCCC1 (stereo not given)
    i, 0.078, 59
Cc1cc([N+](=O)[O-])ccc1NC(=O)C(=O)Nc1ccc(Oc2ccccc2)cc1
    i, 0.13, 57
CCOC(=O)C(CC)Sc1cc(C)c(C#N)c2nc3ccccc3n12 (stereo not given)
    i, 0.061, 69
COc1ccc(-c2ccc(=O)n(CCNS(=O)(=O)c3ccc(Cl)cc3)n2)cc1
    i, 0.047, -7
CCOC(=O)c1sc2cccc(F)c2c1S(=O)(=O)Nc1cc(Cl)ccc1OC
    i, 0.1, 56
c1ccc(CNc2nc(N3CCOCC3)nc3ccccc23)cc1
    +, 0.22*, 55*
COc1cccc(C(=O)NCCOc2ccc3nnc(-c4ccccc4Cl)n3n2)c1
    i, 0.031, 29
COc1ccc(Cn2nc3ccc(S(=O)(=O)N4CCSCC4)cn3c2=O)cc1
    i, 0.091, 48
O=C(c1ccco1)N1CCN(c2ncnc3c2nnn3-c2ccccc2)CC1
    i, 0.031, 51
CSc1nn(CC(=O)Nc2c(C)cc(C)cc2C)c(N)c1S(=O)(=O)c1ccc(C)cc1
    i, 0.091, 43
O=C(Nc1nccs1)c1ccc(S(=O)(=O)N2CCOCC2)o1
    i, 0.12, 57
CCc1cc(S(=O)(=O)N2CCN=C2c2ccccc2)ccc1OC
    +, 0.12*, 39*

(next part)
Under each structure – GluA2 TARP mod, GluA2 TARP mod agonism max-min, GluA2 TARP mod glutamate slope
FC(F)Sc1ccc(Nc2nnnc3c2cnn3-c2ccccc2)cc1
    i, 0.13, 48
COc1ccc(Cc2nnc(N/N=C/c3ccc(C)o3)[nH]c2=O)cc1OC
    i, 0.13, 73
COc1ccc(C(CNC(=O)c2ccc(Br)o2)N2CCOCC2)cc1 (stereo not given)
    i, 0.036, 56
O=c1ccc(-c2cccs2)nn1CCCNS(=O)(=O)c1ccc2ccccc2c1
    i, 0.082, 74
COc1ccc(C2(CNC(=O)Nc3c(F)cccc3F)CCCC2)cc1
    i, 0.091, 53
Cc1ccc(-n2nnc(C(=O)Nc3ccc(C)c(Cl)c3)c2N)cc1C
    i, 0.098, 55
CCn1ncc(CNC(=O)c2cnn3c(C(F)F)cc(-c4ccc(OC)cc4)nc23)c1C
    i, 0.087, 30
Cc1ccc(CC(=O)N(Cc2ccccn2)c2nc3ccccc3s2)cc1
    i, 0.088, 81
Cc1nc(NC(=O)Cc2c(C)[nH]c(=O)[nH]c2=O)sc1C(=O)Nc1ccccc1
    i, 0.13, 47
C=CCNC(=O)C(=O)NCC(c1ccc(F)cc1)N1CCN(C)CC1 (stereo not given)
    i, 0.041, 60
O=c1ccc(-c2ccco2)nn1CCCNS(=O)(=O)c1ccc(OC(F)(F)F)cc1
    i, 0.11, 66
CCC(CC)C(=O)N1CCN(c2ncnc3c2nnn3CC)CC1
    i, 0.064, 45
CC1CC(NC(=O)C(=O)Nc2c3c(nn2-c2ccccc2)CS(=O)(=O)C3)CC(C)(C)C1 (stereo not given)
    i, 0.099, 54
COc1ccc(S(=O)(=O)CC(=O)N(Cc2ccccc2)Cc2ccccc2)cc1
    i, 0.024, 51
CCSc1nnc(NC(=O)CCCn2nc(-c3cccs3)ccc2=O)s1
    i, 0.026, 32
COc1ccc(/C=C\C(=O)Nc2nn(C)c3c2C(c2ccccc2)CC(=O)N3)cc1OC (stereo not given)
    i, 0.12, 61
COc1ccc(S(=O)(=O)CCCC(=O)N2CCN(c3nc4ccc(F)cc4s3)CC2)cc1
    i, 0.072, 60
O=C(CN1C(=O)c2ccccc2S1(=O)=O)NCc1ccc(Cl)cc1
    i, 0.095, 45
CC(C)C(NC(=O)c1ccc(C(C)(C)C)cc1)C(=O)NC1=NCCS1 (stereo not given)
    i, 0.12, 47
COc1ccc(Cl)cc1C(=O)Nc1nn(C)c2c1C(C)CC(=O)N2 (stereo not given)
    i, 0.15, 57
Cn1c(C(F)(F)F)nn(CCNC(=O)/C=C/c2ccccc2)c1=O
    i, 0.11, 64
COc1ccc(CNC(=O)C(=O)Nc2c3c(nn2-c2ccccc2)CS(=O)(=O)C3)cc1
    i, 0.082, 50
O=C1c2ccccc2C(=O)N1CCCN1C(=O)COc2ccccc21
    i, 0.067, -8
Cc1cccn2c(=O)c3cc(C(=O)N4COCC4(C)C)n(Cc4ccccc4)c3nc12
    i, 0.14, 56
Cn1c(=O)n(CCN2CCOCC2)c(=O)c2c1nc1n2CCCN1c1ccccc1
    i, 0.068, 41
CS(=O)(=O)N1CCCC(C(=O)Nc2nc(-c3cc4ccccc4o3)cs2)C1 (stereo not given)
    i, 0.098, 50
CCc1ccccc1-n1c(C)cn2c3c(=O)n(CC(=O)OC)c(=O)n(C)c3nc12
    i, 0.053, 44
CCn1nccc1C(=O)Nc1ccc2c(c1)OCO2
    i, 0.1, 65
COc1ccc(OCC(=O)N2CCN(c3ncnc4c3nnn4C)CC2)cc1
    i, 0.066, 59
CCOc1ccc(NC(=O)CC(C)n2nc(C)c(C)c2C)cc1 (stereo not given)
    i, 0.1, 61

Reformatted as a markdown table: 4 of the compounds above.
| canonical_smiles | GluA2 TARP mod | GluA2 TARP mod agonism max-min | GluA2 TARP mod glutamate slope |
| --- | --- | --- | --- |
| COc1ccc(Cl)cc1C(=O)Nc1nn(C)c2c1C(C)CC(=O)N2 (stereo not given) | i | 0.15 | 57 |
| CC(C)C(NC(=O)c1ccc(C(C)(C)C)cc1)C(=O)NC1=NCCS1 (stereo not given) | i | 0.12 | 47 |
| CS(=O)(=O)N1CCCC(C(=O)Nc2nc(-c3cc4ccccc4o3)cs2)C1 (stereo not given) | i | 0.098 | 50 |
| COc1ccc(CNC(=O)C(=O)Nc2c3c(nn2-c2ccccc2)CS(=O)(=O)C3)cc1 | i | 0.082 | 50 |

Remaining list, next part:
Under each structure – GluA2 TARP mod, GluA2 TARP mod agonism max-min, GluA2 TARP mod glutamate slope
CC(C)CC(NC(=O)CC12CC3CC(CC(C3)C1)C2)C(=O)Nc1nccs1 (stereo not given)
    i, 0.067, 39
CCC(CO)NC(=O)C(=O)Nc1ccc(C(C)C)cc1 (stereo not given)
    i, 0.15, 60
N#C/C(=C\c1ccc(Cl)cc1)c1ccccc1
    i, 0.042, 42
COc1ccc(NC(=O)C(=O)NCC(c2ccc(F)cc2)N2CCOCC2)c(OC)c1 (stereo not given)
    i, 0.047, 47
NC(=O)c1ccccc1NS(=O)(=O)CCOc1ccc(F)cc1
    i, 0.14, 54
CCOC(=O)N(C)Cc1nc2ccccc2[nH]1
    i, 0.1, 60
Cc1nnc(C2CCN(C(=O)C3CC(=O)N(c4ccc(C)c(C)c4)C3)CC2)s1 (stereo not given)
    i, 0.083, 62
C=CCc1ccccc1OCC(O)CNC1CCCC1 (stereo not given)
    i, 0.042, 66
O=C(Cc1cc(-c2ccc3c(c2)OCCO3)on1)NCc1ccco1
    i, 0.026, 35
O=C(c1ccc(N2C(=O)C3CCCCC3C2=O)cc1)N1CCN(Cc2ccccc2)CC1 (stereo not given)
    i, 0.064&0.042, 53&105
COc1cc(Cl)c(S(=O)(=O)NCc2ccccn2)cc1Cl
    i, 0.1, 63
Cc1cc2c(=O)[nH][nH]c(=S)n2n1
    i, 0.13, 56
COc1ccc(C(=O)Nc2cccc(N3CCCCC3=O)c2)cc1
    i, 0.1, 55
c1ccc(-c2cc3ccccc3[nH]2)cc1
    i, 0.1, 42
Cn1c(=O)c2c(nc(N3CCOCC3)n2Cc2ccc(F)cc2)n(C)c1=O
    i, 0.072, 58
Cc1nnsc1C(=O)NCC1CCN(Cc2ccsc2)CC1
    i, 0.041, 25
O=C(c1ccc(F)cc1)N(CCCn1ccnc1)c1nc2c(F)cccc2s1
    i, 0.098, 46
O=c1ccc(-c2ccccc2)nn1CCCNS(=O)(=O)c1cccnc1
    i, 0.11, 54
O=C(c1ccc(Cn2c(=O)[nH]c3ccccc3c2=O)cc1)N1CCN(c2ncccn2)CC1
    i, 0.043, 29
